Screening results: PubChem, The Scripps Research Institute Molecular Screening Center
FBW7 act – FBW7 E3 ligase activators, primary screen, biochemical, AlphaScreen, human. AlphaScreen FBW7–phospho-cyclin E peptide binding, activator screen. normalized activity (activation), % at 26.1 µM. 650,000 compounds, 0.13% hits; in the data active = normalized activity above about 1.9%;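 note: purified mutant Fbw7 with reduced substrate affinity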
Target sequence (Q969H0 whole entry, looked up): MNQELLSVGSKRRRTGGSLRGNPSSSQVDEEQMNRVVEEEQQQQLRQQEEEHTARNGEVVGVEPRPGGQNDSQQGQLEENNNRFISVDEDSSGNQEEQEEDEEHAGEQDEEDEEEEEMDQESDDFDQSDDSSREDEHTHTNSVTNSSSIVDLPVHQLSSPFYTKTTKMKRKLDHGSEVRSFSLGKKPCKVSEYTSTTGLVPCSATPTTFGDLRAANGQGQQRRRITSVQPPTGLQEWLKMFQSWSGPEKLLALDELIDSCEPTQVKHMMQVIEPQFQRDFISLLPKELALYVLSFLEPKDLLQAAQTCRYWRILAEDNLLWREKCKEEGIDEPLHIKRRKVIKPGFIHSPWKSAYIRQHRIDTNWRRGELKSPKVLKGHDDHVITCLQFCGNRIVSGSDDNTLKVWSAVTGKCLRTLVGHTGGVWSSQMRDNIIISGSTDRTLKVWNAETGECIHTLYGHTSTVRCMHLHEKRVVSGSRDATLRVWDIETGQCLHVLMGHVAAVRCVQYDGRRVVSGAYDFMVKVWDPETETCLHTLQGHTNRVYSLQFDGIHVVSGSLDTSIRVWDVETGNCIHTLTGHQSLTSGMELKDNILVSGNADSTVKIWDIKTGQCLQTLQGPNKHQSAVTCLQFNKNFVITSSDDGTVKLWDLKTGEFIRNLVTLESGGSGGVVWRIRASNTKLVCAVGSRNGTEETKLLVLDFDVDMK
GPR151 ag – activators of human GPR151, primary screen, cell-based, PathHunter beta-arrestin, luminescence; G-protein coupled receptor 151 (Homo sapiens), Q8TDV0; PathHunter beta-arrestin GPR151 cells; activation, % at 11.2 µM; 650,000 compounds, 1% hits; AID 1508602, 2020; in the data active = activation above about 4.9%;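 note: 0% = median of compound wells and 100% = cells with positive control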
MITF inh – MITF inhibitors, primary screen, biochemical, AlphaScreen, human | Microphthalmia-associated transcription factor (Homo sapiens), O75030 | AlphaScreen MITF homodimerization, bead proximity signal | inhibition, % at 2.6 µM | 650,000 compounds, 0.91% hits; in the data active = inhibition above about 50%;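 note: 0% = vehicle wells with protein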
TEAD-YAP inh – TEAD-YAP interaction inhibition, primary screen, TEAD-YAP interaction inhibitor project, luminescence, HEK-TIYL cells; TEAD-Gal4/YAP UAS-luciferase luminescence; inhibition, % at 9.12 µM; 640,000 compounds, 1.4% hits; AID 1259422, 2018; in the data active = inhibition above about 32%;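 note: 0% = median of test compound wells and 100% = reference inhibitor wells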
* marks the source's active call; other numbers are inactive results; x = not tested or not shown. Compounds as they come; 3.4% or so of the library scored in one or more.

Molecule,FBW7 act,GPR151 ag,MITF inh,TEAD-YAP inh
N#CC1=C(N)Oc2n[nH]c(-c3ccncc3)c2C1c1ccc(F)c(F)c1 (configuration not stated),-0.3,-0.5,7,0
CCOC(=O)c1[nH]c(=O)[nH]c1CSCCO,0.2,1.7,2,0
CS(=O)(=O)C1Cc2ccccc2CN1C(=O)NC1CCCCC1 (configuration not stated),-0.1,-0.6,3,8
COc1ccc(NC(=O)CCS(=O)(=O)c2cccc3cccnc23)cc1,0.0,-0.4,-18,-10
CC(=O)Nc1ccc(Nc2nc(N3CCC(N4CCOCC4)CC3)nc3c2ncn3C(C)C)cc1,-0.1,-1.3,7,9
Cn1c(SCc2ccc([N+](=O)[O-])cc2)nc2c(c1=O)SCC2,-0.2,1.0,7,2
COc1ccc(C2NC(=O)NC3=C2C(=O)OC3)cc1 (configuration not stated),0.1,1.1,5,4
O=C(CCc1ccccc1)Nc1ccccc1C(=O)NCc1ccccc1,0.1,8.0*,-5,-3
CCN(CC)C(=O)N1CCC[C@H]1Cn1nc(-c2ccc3c(c2)OCO3)ccc1=O,0.1,-0.2,-15,-3
O=c1nc2s/c(=C\c3ccc(-c4cccc(F)c4)o3)c(=O)n2c2sc3c(c12)CCCC3,-0.2,0.8,10,-5
Clc1ccc2nnc(-c3ccc(Br)cc3)n2n1,0.3,-1.2,13,6
O=C(NC1CC1)c1ccc2nc(NCCN3CCOCC3)sc2c1,0.1,-1.2,10,-8
O=C(Nc1ccc(F)cc1F)c1cc2ccccc2oc1=O,0.0,-0.3,13,-30
Cc1ccc(S(=O)(=O)Nc2ccccc2C(=O)NCc2ccccc2)cc1[N+](=O)[O-],0.1,0.8,-2,6
Cc1ccc(NC(=O)COc2ccc(C#N)cc2)cc1,0.2,-0.2,15,-3
O=C(NCc1ccccc1Cl)c1ccc(N2CC3CC(C2)c2cccc(=O)n2C3)c(NS(=O)(=O)c2ccc3c(c2)OCCO3)c1 (configuration not stated),0.1,-0.3,4,-8
COc1ccc(S(=O)(=O)CCC(=O)Nc2ccccc2C)cc1,0.1,1.1,-3,22
COc1cccc(-n2c(SCC(=O)Nc3nc(C)cs3)nnc2-c2cccnc2)c1,0.0,-0.4,13,-11
O=C(Nc1cc2cccc([N+](=O)[O-])c2oc1=O)c1ccc(Cl)cc1,0.1,-0.4,20,1
COc1ccc2c(c1)CC(c1nc(N3CCOCC3)c3ccc(-c4ccncc4)cc3n1)CO2 (configuration not stated),-0.2,0.9,11,-5

Continued:
Molecule,FBW7 act,GPR151 ag,MITF inh,TEAD-YAP inh
COc1ccccc1NC(=O)CN1C(=O)CC(C)S(=O)(=O)c2ccccc21 (configuration not stated),-0.1,0.6,3,-2
O=C(CSc1nc(Nc2ccccc2)nc(N2CCOCC2)n1)N1CCCC1,-0.2,0.1,-18,-9
CC(C)COC(=O)c1ccc(O)cc1,-0.2,1.8,0,-19
Cc1ccc(C2=Nc3ncnn3C(c3ccccc3)/C2=N\O)cc1 (configuration not stated),0.1,3.9,10,-10
CCc1ccc(NC(=O)CSC2N=CN=N2)cc1 (configuration not stated),0.0,-1.9,4,-13
O=C(Nc1ccccc1N1CCCC1)c1ccc(Br)o1,-0.1,1.9,15,-3
COc1cccc(CNC(=O)CCC2CCCN(C(=O)CCn3cccn3)C2)c1 (configuration not stated),0.1,-2.3,11,-8
Cc1ccc(Nc2nc(N3CCOCC3)nc(C)c2[N+](=O)[O-])c(C)c1,0.0,-1.4,15,-2
C=CCOC(=O)C1=C(C)NC(SCC(=O)Nc2ccc(OCC)cc2)=C(C#N)C1c1ccco1 (configuration not stated),0.2,-0.9,8,-7
O=C(CSc1nnnn1-c1ccc(O)cc1)Nc1ccc(F)cc1,-0.1,1.2,12,2
O=C(Nc1ccc2oc(-c3ccncc3)nc2c1)c1ccc(Br)o1,0.0,2.7,4,-1
C=CCC(CC=C)(NC(=O)c1cccc(C)c1)c1ccccc1,0.1,1.7,7,-1
Cc1ccc(/C=C2\SC(N3CCCCC3)=NC2=O)cc1,0.0,0.5,10,-30
Cc1c(CNCc2ccccc2F)c(C(=O)O)c(C)n1Cc1ccc(F)cc1Cl,0.0,0.8,19,-21
CCCCNC(=O)c1sc(NC(=O)COc2ccccc2)c(C(=O)OCC)c1C,-0.1,-0.2,-1,9
Cc1cccc(N2C(=O)C3C4c5ccccc5C(C=O)(c5ccccc54)C3C2=O)c1 (configuration not stated),0.1,-0.6,10,21
CSc1nc2sccn2c(=O)c1C(=O)N[C@H](CO)C(C)C,-0.4,-0.7,8,6
O=C(O)c1ccc(S(=O)(=O)c2ccc3c(c2)C(=O)N(c2ccc(OC(F)(F)F)cc2)C3=O)cc1,0.0,0.8,8,4
O=C(c1ccc(Cn2cccn2)o1)N1CCCCC1c1nc2ccccc2[nH]1 (configuration not stated),0.1,0.4,20,6
O=[N+]([O-])c1ccccc1OCc1cn2cccnc2n1,-0.1,-0.9,-4,-71

Further compounds.
Each structure is followed by: FBW7 act, GPR151 ag, MITF inh, TEAD-YAP inh
COc1ccc(/C=C2\C=C(c3ccccc3)N(c3cccc(C(=O)O)c3)C2=O)cc1
  0.1, 0.3, 10, -2
C/C(CC(=O)Nc1ccc2c(c1)OCCO2)=N\NC(=O)c1cccc(O)c1
  0.1, -3.1, 16, -7
CCOC(=O)c1[nH]c(C)c(C(=O)Nc2ccc(F)cc2F)c1C
  -0.2, 1.9, -1, -8
O=C(CSc1nnc(NC(=O)c2cccs2)s1)Nc1nccs1
  -0.1, -0.4, 0, -6
O=C(O)CCC/C=C\C[C@@H]1[C@@H](/C=C/[C@@H](O)Cc2ccccc2)[C@H](O)C[C@@H]1O
  x, 0.9, -4, x
COc1ccc(C[C@@H]2NC(=O)[C@H]3CN(C(=O)c4cccc(F)c4F)CCN3C2=O)cc1
  0.2, -0.3, 26, 9
CC1=NN(c2ccc(C(=O)OC(C)C)cc2)C(=O)/C1=C\c1ccc(-c2ccc3c(c2)C(=O)NC3=O)o1
  -0.3, -0.5, 6, 0
COc1ccc(CN2CCC3(CCC(CNC(=O)c4ccnn4C)O3)CC2)c(O)c1 (configuration not stated)
  -0.1, -0.3, 7, 6
Cc1cc(-c2noc(COc3ccccc3[N+](=O)[O-])n2)c2ccccc2n1
  0.0, -0.4, 4, 8
CCc1cc2c(cc3c(=O)n(CC(=O)NCc4cccc(F)c4)ncn32)s1
  -0.1, 1.5, -3, 1
Cc1ccc(OCC(=O)Nc2cccc3ccccc23)c(Br)c1
  0.0, 1.7, 7, 4
CCOC(=O)C(NC(=O)CC)(Nc1cccnc1Cl)C(F)(F)F (configuration not stated)
  0.8, -0.1, 8, -3
Cc1cc2c(cc1C)C(c1cccc(C(F)(F)F)c1)CC(=O)N2 (configuration not stated)
  -0.1, 3.4, -12, 8
CCN(CC)C(=O)CCc1nnc(-c2ccccc2)o1
  0.1, -0.7, 10, -15
CC(=O)c1cn(CC(=O)Nc2ccc(C)cc2)c2ccccc12
  0.1, 0.8, 2, 28
COc1ccc(-n2nc3ccc(NC(=O)c4ccc(OC)c(Br)c4)cc3n2)cc1
  -0.1, -1.0, -5, -20
Cc1ccc(NC(=O)c2nnn(Cc3ccc(Br)cc3)c2N)cc1
  -0.3, -0.7, -2, -3
Cc1c(N=C(N)/N=C(\N)Nc2ccc([N+](=O)[O-])cc2)c(=O)n(-c2ccccc2)n1C
  -0.1, -0.1, -9, 1
O=C1N[C@H](CO)C(=O)N2CCN(Cc3ccc(F)c(F)c3)C[C@H]12
  -0.1, 0.0, 12, 3
COCCNC(=O)C(OC(=O)c1cc2occc2n1C)c1ccccc1 (configuration not stated)
  -0.1, 0.2, 2, -9

Only FBW7 act (two entries from above):
Molecule	FBW7 act
C/C(CC(=O)Nc1ccc2c(c1)OCCO2)=N\NC(=O)c1cccc(O)c1	0.1
COc1ccc(/C=C2\C=C(c3ccccc3)N(c3cccc(C(=O)O)c3)C2=O)cc1	0.1

Next part:
Each structure is followed by: FBW7 act, GPR151 ag, MITF inh, TEAD-YAP inh
CC1CCCN(C(=O)c2ccc3c(=O)n(Cc4ccco4)c(=S)[nH]c3c2)C1 (configuration not stated)
  -0.3, -0.7, 10, 5
COc1ccccc1N1CCN(C(=O)CSCc2ccccc2C)CC1
  -0.1, 1.1, -11, -43
Brc1ccccc1OCc1nc2ccccc2[nH]1
  0.6, -6.4, 5, -21
O=C(N/N=C/c1cccc2cccnc12)c1ccc2c(c1)OCO2
  -0.1, -0.8, 43, -1
CCCC(=O)Nc1ccc(S(=O)(=O)N2CCCCC2)cc1
  -0.1, 2.6, 11, 13
CCOC(=O)c1nc(Nc2ccccc2F)c2ccccc2n1
  0.1, -0.1, 6, 5
COc1ccccc1NC(=O)CSc1nc2ccc(NC(=O)c3ccccc3)cc2s1
  0.7, -0.7, 15, 2
COc1ccc(C/C(N)=N/OC(C)=O)cc1OC
  -0.1, -0.5, -4, -3
O=C(Cc1ccc(F)cc1)Nc1c2c(nn1-c1ccc(F)cc1)CSC2
  0.1, 1.1, 4, 16
Cc1nc2nc[nH]n2c(=O)c1NC(=O)CCc1ccccc1
  0.0, 0.1, 1, -2
CC(C)(C)c1csc(NC(=O)c2cccnc2)n1
  -0.2, -0.1, -10, -16
Cc1ccc(C(=O)CN2CCN(c3ccccn3)CC2)c(C)c1
  0.1, -1.6, 13, -8
O=C(NNC(=O)c1ccccc1C(=O)O)c1ccccc1
  0.6, 0.6, -3, -34
O=C(NCc1ccccc1)c1cccc2c1C(=O)N(C1CCCCC1)C2
  -0.1, 0.0, -2, 0
COCCn1cc(C(=O)N2CCC(C(N)=O)CC2)c2c3ccccc3n(C)c2c1=O
  -0.1, 1.4, -16, 9
O=C1CC(C(=O)Nc2ccc(C(=O)N3CCOCC3)cc2)C2(CCCCC2)O1 (configuration not stated)
  0.0, 1.1, 2, 11
CC(=O)Nc1ccc(S(=O)(=O)Nc2ccccc2C(=O)Nc2ccc(C)cc2C(=O)c2ccccc2)cc1
  0.2, 1.3, 10, 2
COC(=O)c1ccc(NC(=O)CSc2nnc3n(N)cnn23)cc1
  -0.2, 0.3, 6, 18
CCOc1ccc2cc(C3CC(c4ccc(C)cc4)=NN3S(=O)(=O)c3ccccc3)c(Cl)nc2c1 (configuration not stated)
  0.0, -1.2, 0, -6
CCN(CC(=O)Nc1cc(OC)ccc1OC)S(=O)(=O)c1ccc(C)cc1
  0.1, 1.8, 5, -6

Later entries.
Each structure is followed by: FBW7 act, GPR151 ag, MITF inh, TEAD-YAP inh
Cc1cccc(NC(=O)N2CCCC2C(=O)Nc2ccccc2)c1 (configuration not stated)
  0.0, 0.7, -3, 7
Nc1nc(NC2CCN(Cc3ccccc3)CC2)cc(NC2CCN(Cc3ccccc3)CC2)n1
  -0.1, 0.2, -6, 4
CC(CN1CCOCC1)C(=O)N1CCCC(c2nc3ccccc3c(=O)[nH]2)C1 (configuration not stated)
  -0.2, 1.1, 2, 5
Cc1ccc2nc(-c3ccccc3)[nH]c2c1
  -0.1, -11, -1, 51*
CC(=O)OC1(C(F)(F)F)Oc2ccccc2NC1=O (configuration not stated)
  -0.1, -0.2, 9, 4
Cc1nnc2c(Nc3ccc(Cl)cc3)nc3ccccc3n12
  0.0, -0.1, -18, 8
CCOc1ccc2[nH]c3nc(SCc4cccnc4)nnc3c2c1
  -0.1, 0.2, 7, 19
CS(=O)(=O)N(CC(=O)Nc1cccc(Br)c1)Cc1ccccc1
  0.1, -0.9, 8, 0

4 of the compounds above, field by field:
> Clc1ccc2nnc(-c3ccc(Br)cc3)n2n1
  FBW7 act: 0.3
  GPR151 ag: -1.2
  MITF inh: 13
  TEAD-YAP inh: 6

> O=C(NC1CC1)c1ccc2nc(NCCN3CCOCC3)sc2c1
  FBW7 act: 0.1
  GPR151 ag: -1.2
  MITF inh: 10
  TEAD-YAP inh: -8

> O=C(Nc1ccc(F)cc1F)c1cc2ccccc2oc1=O
  FBW7 act: 0.0
  GPR151 ag: -0.3
  MITF inh: 13
  TEAD-YAP inh: -30

> Cc1ccc(S(=O)(=O)Nc2ccccc2C(=O)NCc2ccccc2)cc1[N+](=O)[O-]
  FBW7 act: 0.1
  GPR151 ag: 0.8
  MITF inh: -2
  TEAD-YAP inh: 6
